# Assay outcomes as filed in PubChem BioAssay.
# EBI2 antag: EBI2 (human) antagonism. P32249. EBI2 beta-arrestin recruitment, luminescence, 7a,25-OHC stimulated. inhibition, % at 5 µM. 360,000 tested, 0.81% active; in the data active = inhibition above about 38%;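 note: enzyme fragment complementation signal reports receptor beta-arrestin coupling in cells; 0% = agonist plus DMSO wells and 100% = wells without agonist; some results beyond the cut were filed as inactive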
# Jurkat NFkB inh: lowers PMA/ionomycin-induced NF-kB signal in Jurkat cells; PMA/ionomycin-induced NF-kB luciferase reporter, luminescence; inhibition, % at 4 µM; 330,000 tested, 0.53% active; AID 435003
# UBC13 inh: inhibitors of human UBC13 polyubiquitin chain formation. P61088. 330,000 tested, 0.47% active. TR-FRET. inhibition, % at 20 µM; in the data active = inhibition above about 45%, passing the limit was not always enough
# SENP8 inh: SENP8 protease inhibition; purified SENP8, Z-RLRGG-aminoluciferin cleavage, luminescence; inhibition, % at 10 µM; 330,000 tested, 1.2% active; Q96LD8
# Apaf1 inhib: blocks human Apaf-1 apoptosome activity; 330,000 tested, 0.71% active; O14727; reconstituted apoptosome caspase-3 activity, DEVD-Rh110 fluorescence; inhibition, % at 20 µM; active = inhibition of at least 40% at 20 µM;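 note: plate controls were DMSO wells for no effect and DEVD-CHO caspase inhibitor wells for full effect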
# Target sequence (O14727 whole entry, looked up): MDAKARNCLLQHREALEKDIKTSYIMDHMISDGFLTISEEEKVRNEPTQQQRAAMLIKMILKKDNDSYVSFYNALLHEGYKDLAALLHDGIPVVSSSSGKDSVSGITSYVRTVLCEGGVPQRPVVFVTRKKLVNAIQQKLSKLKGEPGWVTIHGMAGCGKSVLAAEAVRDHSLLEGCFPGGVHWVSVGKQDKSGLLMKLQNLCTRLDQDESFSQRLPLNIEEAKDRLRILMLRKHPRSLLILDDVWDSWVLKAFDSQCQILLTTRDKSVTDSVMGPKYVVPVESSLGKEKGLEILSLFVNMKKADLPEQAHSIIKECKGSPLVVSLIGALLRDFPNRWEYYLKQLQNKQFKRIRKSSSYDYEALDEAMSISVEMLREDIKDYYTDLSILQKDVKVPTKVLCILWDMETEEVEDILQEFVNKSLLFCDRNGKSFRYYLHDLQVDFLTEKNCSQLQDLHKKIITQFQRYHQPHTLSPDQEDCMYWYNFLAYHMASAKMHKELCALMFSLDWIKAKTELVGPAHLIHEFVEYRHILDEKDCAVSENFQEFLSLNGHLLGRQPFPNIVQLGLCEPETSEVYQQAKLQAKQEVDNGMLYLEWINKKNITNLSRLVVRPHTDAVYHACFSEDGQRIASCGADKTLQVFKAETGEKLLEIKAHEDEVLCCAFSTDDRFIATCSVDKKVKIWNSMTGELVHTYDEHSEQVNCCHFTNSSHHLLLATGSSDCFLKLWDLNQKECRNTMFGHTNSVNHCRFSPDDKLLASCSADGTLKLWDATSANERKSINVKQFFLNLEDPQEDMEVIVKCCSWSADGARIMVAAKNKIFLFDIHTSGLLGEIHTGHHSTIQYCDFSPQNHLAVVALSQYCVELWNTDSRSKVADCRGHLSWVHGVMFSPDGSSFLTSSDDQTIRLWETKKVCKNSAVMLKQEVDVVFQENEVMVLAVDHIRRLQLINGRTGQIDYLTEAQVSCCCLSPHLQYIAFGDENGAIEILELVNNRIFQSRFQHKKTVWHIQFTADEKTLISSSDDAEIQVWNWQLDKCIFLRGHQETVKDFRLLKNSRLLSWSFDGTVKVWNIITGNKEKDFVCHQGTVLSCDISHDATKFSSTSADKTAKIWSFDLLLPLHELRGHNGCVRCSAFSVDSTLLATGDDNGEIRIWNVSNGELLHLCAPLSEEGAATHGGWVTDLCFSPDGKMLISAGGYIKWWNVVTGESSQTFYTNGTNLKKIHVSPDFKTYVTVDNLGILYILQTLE
#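 System – cell-free apoptosome with Apaf-1, procaspase-3 and caspase-9 · Buffer or medium – pH 7.5 Hepes buffer with CHAPS, BSA, DTT · Also added – cytochrome c with DEVD-Rh110 · Times – 30 min compound preincubation, 50 min activation, room temperature · Technique – Rh110 fluorescence intensity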
# 697 NFkB inh: lowers PMA/ionomycin-induced NF-kB signal in 697 B cells; 330,000 tested, 0.33% active; inhibition, % at 4 µM; 697 B-cell NF-kB luciferase reporter, 16 h; AID 435022; in the data active = inhibition above about 35%
# Gli-Sufu block: blocks Gli-Sufu signaling in a luciferase reporter. Sufu-KO-LIGHT fibroblasts, Gli luciferase reporter luminescence. inhibition, % at 5 µM. 340,000 tested, 0.74% active;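 active = inhibition above about 55%, limit read from the data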;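 note: 0% = DMSO-treated cells and 100% = wells with medium but no cells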
# CCR6 antagonist: CCR6 (human) receptor antagonism | P51684 | CHO-K1 CCR6 PathHunter beta-arrestin, luminescence, CCL20-stimulated | inhibition, % at 20 µM | 340,000 tested, 0.49% active | AID 493098;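 active = compounds whose inhibition of the agonist-driven luminescence signal at 20 µM reaches about 50%, limit read from the data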;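 note: cells stimulated with CCL20 at 14 nM final; plate controls were DMSO with CCL20 for no effect and DMSO without agonist for full effect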
# Numbers without * were called inactive; nt = no result given. Cut-off read from the data, not from the text of the source, unless noted: active = inhibition above about 50%; inactive = the rest.
SMILES,EBI2 antag,Jurkat NFkB inh,UBC13 inh,SENP8 inh,Apaf1 inhib,697 NFkB inh,Gli-Sufu block,CCR6 antagonist
COc1ccc(S(=O)(=O)N2CCOCC2)cc1NC(=O)Cc1c(Cl)cccc1Cl,0,-5,-10,-7,8,-3,-3,14
CC1=CC(C)(C)N(S(=O)(=O)c2ccc(C)cc2)c2cc(C)ccc21,14,50*,9,1,2,-95,59*,30
CCn1nnnc1SCC(=O)Nc1ccc(F)cc1,0,-7,-4,-7,0,9,-14,0
Cc1ccc([C@H]2C(C(=O)O)=CC[C@@H](c3cccc(C)c3)N2S(=O)(=O)c2ccc(C)cc2)cc1,-1,4,-15,0,5,3,3,-2
Cc1c2cn[nH]c(=O)c2c(C)n1-c1ccccc1,4,-7,2,-8,4,-29,-10,-2
COC(=O)[C@H](CCSC)NS(=O)(=O)c1ccccc1Br,-6,13,6,-2,-11,14,3,12
Cc1nc([N+](=O)[O-])cn1Cc1cccc2ccccc12,5,3,7,-6,-8,3,0,-2
CCOC(=O)C(=O)N(Nc1ccc(C)cc1)c1ccc(C)cc1,-11,-51,1,-10,11,-99,-23,10
COC(=O)c1cc(NC(=O)CN2C(=O)CSC2=O)ccc1Cl,-13,-12,3,5,0,5,-4,1
Cc1cc(Br)cc(C)c1OCCCCN(C)C,-7,3,14,-3,-5,-1,37,-3
CN1CCC(=NNC(=O)C(=O)Nc2ccccc2)CC1,-7,-10,-2,-2,-5,1,-4,2
COc1ccc(Br)cc1CN1CCN(C(=O)c2cccc(OC)c2OC)CC1,-3,5,-4,-1,-17,6,4,5
CCOc1cc(/C=N/NC(=O)c2cccnc2)ccc1OCC(N)=O,-9,0,7,2,-20,18,10,-5
O=C(NCc1ccco1)C1(S(=O)(=O)c2ccc(Cl)cc2)CC1,2,19,11,0,-19,15,2,-3
Cc1nc2ccc(C(=O)OCC(=O)N(C)c3ccccc3)cc2nc1C,5,-2,-14,-8,6,-8,-10,7
Cc1ccc(S(=O)(=O)n2c(=O)oc3ccccc32)cc1,-4,0,8,4,8,-6,-4,3
C=C1N(c2cccc(Cl)c2)C(=O)OC1(C)C,-10,-2,2,-2,5,4,18,-5
CS(=O)(=O)N(CCc1ccccc1)CC(=O)NCc1ccc2c(c1)OCO2,4,7,8,7,-12,16,-14,-5
O=C(O)CC(NC(=O)c1ccccc1NC(=O)c1ccccc1)C(=O)O (stereo not drawn),-4,3,0,-9,-6,2,-4,7
COc1ccc(S(=O)(=O)N2CCCCCC2)cc1C(=O)OCC(=O)Nc1cc(C)on1,nt,-9,0,-2,3,0,nt,nt
Cc1ccc(C(=O)Nc2cc3c(cc2N2CCCCC2)n(C)c(=O)n3C)cc1,9,-9,30,5,38,18,26,21
O=C(CC1Oc2ccccc2NC1=O)NCCc1ccccc1 (stereo not drawn),0,0,4,0,-2,12,4,2
Cn1cc(CCC(=O)N2CCCC(Nc3ccc(F)cc3)C2)cn1 (stereo not drawn),-3,-1,-3,1,4,-6,-4,10
CCc1nnc2n1N=C(c1cccc([N+](=O)[O-])c1)CS2,-3,7,0,4,-14,5,15,12
CC(C)NC(=S)N/N=C/c1cc(Br)ccc1O,-9,-11,11,-1,1,8,42,-1
O=C(NCCc1ccccc1)c1cccc(Br)c1,6,-92,-2,-16,2,-100,-68,12
Cc1cc(C)c2sc(NC(=O)CN3C(=O)CCC3=O)nc2c1,6,3,-2,0,7,-8,-11,0
Cc1ccc(N2CCN(S(=O)(=O)c3ccc4oc(=O)ccc4c3)CC2)cc1Cl,3,32,-8,0,-1,8,8,3
COCCNC(=O)CSc1nc2ccccc2c(=O)n1CCC(=O)N1CCN(c2ccccc2)CC1,10,7,9,3,-10,5,9,1
CCOC(=O)c1sc(-c2cccc([N+](=O)[O-])c2)cc1N,31,-35,-1,-2,-1,-9,-19,9
CC(=O)c1ccc(S(=O)(=O)N2CCN(c3nn(C)c(=O)n(C)c3=O)CC2)cc1,4,15,3,7,-2,28,-10,-7
CCc1nnc(NC(=O)CSc2nnc(Cc3cccn3C)n2CCOC)s1,0,-14,10,-3,0,0,22,13
COc1ccccc1C(=O)Nc1sc(C(=O)N2CCCC2)c(C)c1C#N,-5,-10,13,4,10,-7,21,9
O=C(Cn1c(-c2cncs2)nc2ccccc21)NC1CCCC1,1,-1,-12,-2,-1,-20,1,8
COc1ccc(C(=O)Oc2ccc(/C=N/Nc3ccc(Cl)c(C(=O)O)c3)cc2OC)cc1,-2,11,-9,-3,11,-24,-44,11
CCOC(=O)C(CSCC(=O)c1ccc(Cl)cc1)NC(=O)OC(C)(C)C (stereo not drawn),-4,-18,0,-10,7,-2,-1,-3
Cc1nnc(SCC2=C(C(=O)O)N3C(=O)C(NC(=O)C(C)n4nc(C(F)(F)F)cc4C)C3SC2)s1 (stereo not drawn),-6,-2,-14,-11,0,21,3,-9
O=C(O)CCn1c2ccccc2c2nc3ccccc3nc21,-3,-53,-14,12,2,-75,8,-2
Cc1ccc(NC(=O)O/N=C/c2c(C)nn(C(C)(C)C)c2C)cc1Cl,9,14,2,47,5,63*,46,10
Cc1ccc2cc(CCl)c(Cl)nc2c1,-9,-2,2,-7,-5,10,37,-10
CCn1cc(C(C)(C)C)c(C#N)c1NC(C)=O,0,-3,4,-1,-18,12,1,-9
O=C(NC1CCS(=O)(=O)C1)/C(=C/c1ccc(Cl)cc1)NC(=O)c1ccccc1 (stereo not drawn),-2,2,8,2,-2,0,9,7
S=c1nc(-c2sccc2OCc2ccc(Cl)cc2Cl)[nH][nH]1,11,11,2,-2,4,-11,-3,-16
O=C(NNC(=S)NC1CC2CCC1C2)c1ccc(Cl)cc1 (stereo not drawn),-7,2,-17,8,-5,-21,23,-3
CCCOc1ccc(C(=O)Nc2ccc(S(=O)(=O)NC3=NCCCCC3)cc2)cc1,0,1,-1,-3,16,-18,14,5
CCCc1ccc2oc(C(=O)N3CCNC(=O)C3CC(=O)OC)c(C)c2c1 (stereo not drawn),-8,1,-6,-4,-6,-47,-9,2
O=C1c2c([N+](=O)[O-])cc([N+](=O)[O-])cc2S(=O)N1Cc1ccccc1 (stereo not drawn),-28,6,-22,-9,6,2,3,-25
O=C(Nc1nccs1)c1cccc(N2C(=O)C3C4C=CC(C4)C3C2=O)c1 (stereo not drawn),-9,0,2,7,2,-6,1,6
COc1cc(OC)cc(C(=O)N[C@H](C(=O)Nc2ccc(F)cc2F)C(C)C)c1,2,4,2,-4,5,-8,-1,4
Cn1c(Cc2csc(N)n2)nnc1SCC(=O)NCc1ccccc1,-5,-12,-8,4,-9,-3,95*,-5
COc1ccccc1OCCNC(=O)CNC(=O)c1ccc(Cl)c(Cl)c1,-7,1,8,-14,18,-4,-5,8
Nc1cc(C(=O)N2CCCC2)cc(C(=O)N2CCCC2)c1,-4,8,2,-6,-4,0,8,-7
CC1CN(/C=C/C=O)C(C)CC1OC(=O)c1ccccc1 (stereo not drawn),-10,10,-2,-1,9,16,-21,10
COc1cccc2c1cc1c(=O)n(CC(=O)N3CCC(C)CC3)nc(C)n12,-6,2,12,-6,-10,8,4,15
CCCOc1ncnc2c1sc1nc3c(cc12)COC(C)(C)C3,4,-12,8,2,-3,-25,-39,11
CCOc1ccc(Oc2c(/C=N/NC(=O)COc3ccccc3OC)c(C)nn2-c2ccccc2)cc1,33,4,-18,0,27,-12,37,32
COc1cc(C(C)=O)ccc1OCC(O)CN1CCN(c2ccccc2)CC1 (stereo not drawn),2,1,-1,-7,-3,-1,18,-5
Cc1ccc2[nH]c(=O)c(CN(CCCN3CCOCC3)C(=O)NC3CCCCC3)cc2c1,-3,-4,-9,-13,6,2,3,5
CC(C)(C)c1ccc(CS(=O)CC(O)CO)cc1 (stereo not drawn),-14,-3,-8,-6,-12,-61,-6,6
c1ccc(N2CC[N+]3(CCCC3)CC2)nc1,-4,10,-6,-1,1,-5,2,6

# The list goes on.
SMILES,EBI2 antag,Jurkat NFkB inh,UBC13 inh,SENP8 inh,Apaf1 inhib,697 NFkB inh,Gli-Sufu block,CCR6 antagonist
Cc1ccc(NC(=O)CC(C)S(=O)(=O)c2ccc3c(c2)NC(=O)CO3)c(Cl)c1 (stereo not drawn),-3,13,4,-5,-7,-14,-15,9
CCOc1ccc(-c2[nH]ncc2-c2csc(C)n2)c(O)c1,-2,10,15,4,-10,16,-24,4
C#CCOCCOCCOCCNc1nc(N2CCN(C(=O)[C@H](CCCCN)n3cc([C@@H](N)CC(C)C)nn3)CC2)nc(N2CCN(C(=O)[C@H](Cc3ccc(O)cc3)n3cc([C@@H](N)CC(C)C)nn3)CC2)n1,nt,-7,37,7,11,9,-8,5
O=C(CC(C(=O)O)c1c[nH]c2ccccc12)c1ccccc1 (stereo not drawn),-2,-2,-1,-10,7,-4,-3,-9
Cc1cc(NC(=O)Cn2cc([N+](=O)[O-])cn2)no1,-9,8,21,1,-9,15,5,4
Cc1ccc(Nc2ncnc3c2oc2ccccc23)cc1,-11,-95,11,35,5,-178,4,-7
O=S(=O)(c1ccccc1)c1nc(-c2ccco2)oc1NCc1ccccc1,5,-11,10,2,-8,12,3,16
CC(=O)Nc1ccc2c(c1)C(=O)N(c1cccc3ccccc13)C2=O,0,2,4,-8,5,10,-23,-1
CCSCCNC(=O)c1cc(-n2cnnc2)ccc1Cl,0,-5,-4,5,16,15,4,-5
COc1ccc(N=Cc2c(O)n(-c3ccc(OC)cc3)c(=O)c3ccccc23)cc1,16,-2,0,0,-3,4,14,-5
COC(=O)c1cn(NC(=O)Cc2ccccc2OC)c(=O)c2ccccc12,1,-6,2,-8,-7,-11,4,3
Cc1ccc(OCCn2c(=S)[nH]c3c(N)ncnc32)cc1,-7,2,6,4,-17,-6,-18,2
C=CCn1c(SCC(=O)Nc2ccc3c(c2)OCCO3)nnc1-c1ccco1,-8,10,11,6,-9,12,-13,-2
CC(C)OC(=O)CSc1ncnc2c1cnn2Cc1ccccc1,-7,-7,4,-1,8,-5,6,12
COc1cc(NS(=O)(=O)c2ccc(NC(=O)/C(=C/c3ccccc3Cl)NC(=O)c3ccccc3)cc2)nc(OC)n1,2,-92,-21,3,12,-131,3,6
CCOC(=O)CNC(=O)Cn1cnc2sc(C)c(S(=O)(=O)N3CCOCC3)c2c1=O,2,7,5,10,-2,16,15,-1
CC1CCN(C(=O)/C(=C\c2ccccc2F)NC(=O)c2ccccc2)CC1,3,6,-9,-8,1,2,-4,14
COCCNC(=S)N/N=C/c1c2ccccc2cc2ccccc12,2,1,8,-11,6,-10,-2,10
COc1ccc(C(=O)C[n+]2ccc3c(c2)nc(-c2ccc(OC)cc2OC)n3C)cc1,-1,20,8,0,-5,4,1,0
c1ccc2c(-c3cncc4ccccc34)cncc2c1,5,-3,16,3,-3,-46,-9,2
COc1cc2c(cc1OC)CN(C(=O)C1(c3ccccc3)CC1)CC2,0,10,1,-2,6,4,4,-15

# Only part of the results is shown. The share of hits here may be higher or lower than overall.
